Source: PubChem
Pin1 inh: human Pin1 inhibition | Q13526 | Pin1 FP peptide displacement, HiFluor488, 10 min | Potency, µM (top dose mostly 115 µM), for the others: top-dose activity, negative = inhibition, hits mostly inhibitors | 0.009% of 390,000 active | AID 504891; active = well fitted inhibition curve with a large enough effect in the polarisation, with a control signal flat, not every such curve was filed as active; inconclusive = small, poorly fitted or top-dose-only effect, or effect the other way, or a change in a side signal; inactive = no such curve, though single readings can be large or run the other way; the % refers to the polarisation; note: % is set by controls: 0 for no effect and ±100 for the full control effect
GLS inh: blocks human kidney-isoform glutaminase activity | O94925 | Potency, µM (titrated, usually from 45.5 µM), inactives show at the top dose activity change, negative = inhibition, most hits filed as inhibitors | AID 624170 | 0.21% of 410,000 active | GLS enzymatic activity, qHTS titration; note: % is set by controls: 0 for no effect and ±100 for the full control effect
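Two-point fluorescence kinetic (t0, 30 min RT) for hKGA; glutamate detected via glutamate oxidase–HRP–Amplex Red. Substrate: 1 mM L-glutamine solution; buffer 45 mM KH2PO4, pH 8.2.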
HP1b chromo inh: HP1-beta chromodomain-methylated histone interaction inhibition. P83916. 0.56% of 390,000 active. Potency, µM (doses to about 114 µM), for the others: top-dose activity change, negative = inhibition, most hits filed as inhibitors. AlphaScreen HP1-beta / biotin-H3K9me3 peptide binding. AID 540317; note: nearly all actives have a fitted effect of over 70% in size; inactives centre near 23
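Compound inhibition of the preformed complex between 50 nM HP1-beta and 50 nM biotinylated H3K9me3 peptide was read by AlphaScreen. Buffer was PBS pH 7.4 with 0.01% Tween-20. Incubations ran 30 min at room temperature, with 10 ug/mL donor/acceptor beads.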
BAZ2B block: BAZ2B (human) inhibition. AlphaScreen BAZ2B-H3K14Ac peptide displacement. Potency, µM (doses to about 114 µM), for inactives: at the top dose activity change, negative = inhibition, usual class: inhibitors. 4.4% of 360,000 active; note: % is set by controls: 0 for no effect and ±100 for the full control effect; nearly all actives have a fitted effect of over 60% in size
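Protein-peptide AlphaScreen: BAZ2B 50 nM, b-H3K14Ac 50 nM, 1x PBS pH 7.4 + 0.01% Tween-20. Preincubation 30 min RT; cpd 30 min RT (top 110 uM); beads 20 min RT, light-protected.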
POLI inh: blocks human DNA polymerase iota activity; Q9UNA4; Pol iota fluorescent replication assay, 10 min; Potency, µM (highest dose often 115 µM), for inactives: top-dose activity, negative = inhibition, actives largely listed as inhibitors; 1% of 390,000 active; AID 588590
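Pol iota at 10 nM preincubated 15 min with compounds at room temperature; reaction started with fluorescent substrate, 50 nM final. Fluorescence read kinetically at 0 and 10 min; buffer-only wells as negative control.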
BLM helicase inh: blocks DNA unwinding by human BLM helicase. recombinant BLM DNA unwinding, fluorescence dequenching. 0.2% of 350,000 active. Potency, µM (doses to about 56.1 µM), without a hit: top-dose activity change, negative = inhibition, hits mostly inhibitors. P54132;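 note: plate controls were vehicle for no effect and no enzyme for full effect; nearly all actives have a fitted effect of over 35% in size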
Target sequence (P54132 whole entry, looked up): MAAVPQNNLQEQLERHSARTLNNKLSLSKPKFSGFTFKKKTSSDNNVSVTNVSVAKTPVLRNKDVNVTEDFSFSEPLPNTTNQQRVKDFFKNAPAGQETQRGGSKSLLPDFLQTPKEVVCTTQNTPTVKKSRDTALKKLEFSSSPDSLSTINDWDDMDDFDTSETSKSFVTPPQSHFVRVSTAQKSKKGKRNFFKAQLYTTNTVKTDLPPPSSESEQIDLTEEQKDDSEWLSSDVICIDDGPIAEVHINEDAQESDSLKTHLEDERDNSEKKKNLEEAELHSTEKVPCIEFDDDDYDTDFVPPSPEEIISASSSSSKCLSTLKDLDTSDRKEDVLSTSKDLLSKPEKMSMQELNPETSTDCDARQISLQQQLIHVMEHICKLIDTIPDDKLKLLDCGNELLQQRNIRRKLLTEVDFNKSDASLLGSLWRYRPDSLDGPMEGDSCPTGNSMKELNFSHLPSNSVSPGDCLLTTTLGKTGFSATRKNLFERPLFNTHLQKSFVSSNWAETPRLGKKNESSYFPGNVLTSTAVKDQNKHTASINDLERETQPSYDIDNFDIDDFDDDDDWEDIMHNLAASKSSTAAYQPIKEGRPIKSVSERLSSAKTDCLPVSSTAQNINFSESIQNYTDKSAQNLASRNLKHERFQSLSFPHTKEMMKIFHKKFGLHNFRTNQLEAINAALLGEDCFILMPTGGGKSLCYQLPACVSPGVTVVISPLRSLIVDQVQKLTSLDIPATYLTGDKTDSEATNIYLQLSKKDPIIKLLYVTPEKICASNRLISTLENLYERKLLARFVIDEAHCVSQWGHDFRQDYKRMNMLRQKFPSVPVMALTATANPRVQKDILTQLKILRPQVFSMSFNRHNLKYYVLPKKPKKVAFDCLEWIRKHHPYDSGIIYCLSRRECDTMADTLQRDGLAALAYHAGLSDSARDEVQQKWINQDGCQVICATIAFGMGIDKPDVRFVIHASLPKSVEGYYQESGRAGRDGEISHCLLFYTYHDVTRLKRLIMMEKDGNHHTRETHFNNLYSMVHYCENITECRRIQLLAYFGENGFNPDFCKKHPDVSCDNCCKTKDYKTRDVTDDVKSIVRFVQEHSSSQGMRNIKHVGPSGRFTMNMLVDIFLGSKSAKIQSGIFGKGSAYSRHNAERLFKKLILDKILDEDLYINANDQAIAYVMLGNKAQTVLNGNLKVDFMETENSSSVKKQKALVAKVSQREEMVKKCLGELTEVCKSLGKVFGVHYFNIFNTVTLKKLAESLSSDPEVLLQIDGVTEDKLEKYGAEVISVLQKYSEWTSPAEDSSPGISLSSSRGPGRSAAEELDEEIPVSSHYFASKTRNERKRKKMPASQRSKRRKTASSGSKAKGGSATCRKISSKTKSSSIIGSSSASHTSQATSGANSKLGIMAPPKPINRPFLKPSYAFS
G9a block: inhibitors of human histone lysine methyltransferase G9a. Q96KQ7. G9a H3K9 monomethylation, AlphaScreen, 2 h. Potency, µM (series often up to 102 µM), for the others: at the top dose activity, negative = inhibition, hits mostly inhibitors. 8.8% of 350,000 active. AID 504332; note: % is set by controls: 0 for no effect and ±100 for the full control effect; nearly all actives have a fitted effect of over 75% in size
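Methyltransferase reactions run at room temperature for 2 h (20 nM enzyme, 500 nM biotin-H3K9 peptide, 20 uM SAM) after a 15 min compound preincubation; product detected by AlphaScreen beads and anti-H3K9me1 antibody.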
JMJD2A Tudor: JMJD2A Tudor domain (human) inhibition; O75164; AlphaScreen JMJD2A-Tudor / H3K4me3 peptide binding; Potency, µM (series often up to 114 µM), without a hit: top-dose activity change, negative = inhibition, actives largely listed as inhibitors; 4.4% of 390,000 active; AID 504339; note: % is set by controls: 0 for no effect and ±100 for the full control effect; nearly all actives have a fitted effect of over 50% in size
Tb PGK inh: T. brucei PGK inhibition | Potency, µM (doses to about 57.5 µM), for inactives: at the highest dose activity change, negative = inhibition, usual class: inhibitors | 0.043% of 380,000 active | P07378 | PGK/GAPDH coupled, Kinase-Glo luminescence, 60 min | AID 602233; note: % is set by controls: 0 for no effect and ±100 for the full control effect; nearly all actives have a fitted effect of over 60% in size
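Recombinant glycosomal PGK reaction used 1,3-bisphosphoglycerate generated in-well by GAPDH (100nM final) in 100mM TEA pH 7.6, 5mM MgCl2, 0.01% Tween-20. After 60 minutes at room temperature, ATP was read by Kinase-Glo Plus luminescence end-point.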
Numbers without * were called inactive; i = inactive; ? = inconclusive; / = not tested or not shown; & = joins results of further samples; [ ] = remark or other dose. Unless noted, calls come from the whole dose curve; as a rule, active = well fitted curve in the direction sought with a large enough effect; inconclusive = small, poorly fitted or top-dose-only effect, or another doubt; inactive = no such curve, though single readings can be large; an effect the other way counts as inactive or inconclusive. Potency is the fitted concentration of half-maximal effect. This is a subset; rates above refer to the full screens.

item	Structure	Pin1 inh	GLS inh	HP1b chromo inh	BAZ2B block	POLI inh	BLM helicase inh	G9a block	JMJD2A Tudor	Tb PGK inh
1	Cc1noc(C)c1COc1cccc(C(=O)OCC(=O)N2CC(=O)Nc3ccccc32)c1	6%	-3%	14%	-9%	-11%	-2%	-10%	-7%	-9%
2	CCCCOc1ccc(CSC2=NCCN2)cc1[N+](=O)[O-]	9%	1%	25%	0%	-16%	-9%	?	-21%	1%
3	CCc1ccc(CN2CCN(C(=O)c3ccco3)CC2)cc1	-1%	10%	?	32µM*	7%	-2%	11µM*	20µM*	2%
4	O=C(c1ccccc1Br)N1CCN(c2ccccn2)CC1	-1%	-3%	-18%	3%	29%	-6%	0%	-19%	5%
5	Cc1c(C(N)=O)sc2nc(-c3ccccc3)cn12	-3%	3%	19%	-34%	24%	4%	-36%	-8%	3%
6	O=S(=O)(Nc1ccncc1)c1cc(Cl)c(Cl)cc1Cl	-1%	14%	26%	11%	-7%	-3%	0%	-7%	-4%
7	CCOC(=O)C1CCN(C(=O)C2CC(=O)N(c3ccc(C)cc3)C2)CC1 (centres undefined)	3%	2%	19%	3%	-3%	2%	-4%[12.7 µM]	-27%	-8%[11.5 µM]
8	Cn1nc(C(C)(C)C)c([N+](=O)[O-])c1C(=O)NC(C)(C)C	1%	-17%	25%	4%	76%[activator]	1%	18%	-7%	i
9	O=C(NCc1cccs1)c1nc2c(nnn2Cc2ccc(F)cc2)c(=O)[nH]1	-6%	4%	25%	7%	-21%[58.9 µM]	2%	16%[59 µM]	-11%	-8%
10	O=C(Nc1ccc(N2CCOCC2)cc1)c1cc2c(s1)CCCCC2	7%	28%	?	?	?	-5%	32µM*	79µM*	-6%
11	CCN1CCN(c2ccc(NC(=O)c3cccc(N4CCCC4=O)c3)cc2)CC1	2%	28%	9%	-7%	49%[activator]	-6%	?	-11%	-9%
12	COc1ccc(S(=O)(=O)N2CCCCCC2)cc1C(=O)N(C)Cc1ccc(C(C)(C)C)cc1	5%	6%	-17%[57 µM]	?	35%[activator]	-13%	-3%[0.501 µM]	?	5%
13	CC1=C(C#N)C(c2ccccc2O)C(C#N)=C(C)N1	-7%	-17%	31%	22%	27%	-1%	2%	-7%	i
14	CCCCCSc1nnc(-c2ccccc2N)c(=O)[nH]1	0%	9%	22%	-4%	-4%	4%	-6%[59 µM]	-7%	-1%
15	COc1ccc(-c2nnc(SCCOc3cccc(C)c3)n2N)cc1	-2%	21%	25%	0%	-4%	-1%	1%[2.33 µM]	-15%	-5%
16	CC(C)C(=O)Nc1cc(S(=O)(=O)Nc2ccc(Cl)cc2)ccc1Cl	-1%	-3%	29%	-5%	-11%	-2%	15%	-13%	3%
17	C[C@@H]1O[C@@H](OC[C@H]2O[C@@H](Oc3c(-c4ccc(O)cc4)oc4cc(O)cc(O)c4c3=O)[C@H](O)[C@@H](O)[C@@H]2O)[C@H](O)[C@H](O)[C@H]1O	4%	25%	17%	9%	-3%	/	5%[12.7 µM]	-18%	-1%
18	COc1ccc(NC(=O)COc2ccc(N(C)S(=O)(=O)c3ccc(Cl)cc3)cc2)cc1	16%	-1%	40%[activator]	9%	5%	/	?	3%	-2%
19	COC(=O)N/N=C/c1cc(Br)ccc1O	-2%	1%	41%[activator]	5%	-7%	-7%	-36%	-17%	-2%
20	Cc1ccc(C[n+]2ccccc2)cc1	3%	-7%	49%[activator]	0%	29%	/	19%[2.33 µM]	4%	-6%
21	Cc1cccc(-c2nnc(SCC(=O)Nc3nc4c(s3)CCCC4)n2C)c1	-6%	-3%	19%	-30%	14%	1%	7%[59 µM]	-14%	2%
22	Cc1ccc(NC(=O)c2cc(S(=O)(=O)NCCC3=CCCCC3)ccc2F)cc1	?	-9%	15%	0%	4%	-10%	23%[59 µM]	-17%	-2%
23	CC(NC(=O)c1cc(-c2ccccn2)nc2ccc(Cl)cc12)C1CCCO1 (centres undefined)	-8%	-13%	36%	-11%	?	-5%	/	-7%	-2%
24	Cc1ccc(OCCNc2ccc(S(=O)(=O)N3CCCC3)cn2)cc1	-2%	-3%	-4%	1%	17%	/	-51%	-22%	2%
25	Cc1cc(C(F)F)n2nc(C(=O)Nc3ccc(S(=O)(=O)NC45CC6CC(CC(C6)C4)C5)cc3)nc2n1	41%[activator]	1%	9%	0%	?	-10%	0%[2.33 µM]	-21%	-5%
26	Cc1ccc(C(=O)Nc2ccc3oc(-c4ccncc4)nc3c2)c(Cl)c1	10%	-7%	27%	-1%	6%	-5%	4%[59 µM]	7%	-3%
27	COCCN(C(=O)c1ccc(COc2ccccc2)o1)c1c(N)n(CC(C)C)c(=O)[nH]c1=O	-6%	2%	30%[activator]	5%	12%	/	16%[12.7 µM]	-2%	i
28	COc1ccc(CN(C)C(=O)c2ccncc2)c(OC)c1	-3%	-5%	46%[activator]	-5%	49%[activator]	-2%	/	-14%	-6%
29	O=C(c1ccc2c(=O)n(Cc3ccco3)c(=S)[nH]c2c1)N1CCN(Cc2ccc3c(c2)OCO3)CC1	?	/	-10%	/	89µM*	/	/	?	/
30	O=C(NCC(c1cccs1)N1CCOCC1)c1cc(S(=O)(=O)N2CCOCC2)c(Cl)cc1Cl (centres undefined)	-1%	2%	21%	7%	8%	/	-49%	-11%	7%
31	CCCCNC(=O)CSc1nc2ccccc2c(=O)n1Cc1ccc2c(c1)OCO2	4%	/	26%	-7%	22%	0%	81%[activator][59 µM]	-5%	-5%
32	Cc1c2n(c3ccccc13)CC/C2=N\O	1%	2%	4%	-12%	143%[activator]	-3%	/	-23%	0%
33	C=C1CCN(C(C)C(=O)OC)S(=O)(=O)c2ccccc21 (centres undefined)	2%&2%	0%	32%&15%	0%	16%&-17%	2%&0%	12%[59 µM]	-12%&-17%	-9%
34	NC(=O)C1CCN(c2oc(-c3ccccc3)nc2S(=O)(=O)c2ccc(Br)cc2)CC1	2%	7%	48%	?	-7%	-6%	/	32µM*	i
35	CCN(CC)C(=O)CN1CCN(c2ncccn2)CC1	0%	-2%	?	25µM*	7%	-14%	5.6µM*	4.5µM*	/
36	CCCOC(=O)c1cc(-c2ccc(C=O)o2)ccc1Cl	2%	17%	11%	2%	-10%	-10%	?	-3%	-12%
37	O=C(NC(CSCc1ccccc1)C(=O)N/N=C/c1ccc(O)cc1O)c1ccc([N+](=O)[O-])cc1 (centres undefined)	1%	30%	-17%	-32%	3%	-14%	31%[2.33 µM]	?	-1%
38	CC1(C)CN=c2s/c(=C\c3ccc(Cl)cc3)c(=O)n2C1	7%	-14%	13%	?	51%[activator]	6%	71µM*	-10%	-7%
39	Cc1nc(N2CCN(C(=O)COc3ccccc3)CC2)c2c(C)c(C)sc2n1	-5%	-6%	47%	-28%	-14%	-9%	?	-20%	-1%
40	CCc1c(C)nc2ncnn2c1Nc1ccc(C(C)=O)cc1	-12%	3%	58%[activator]	0%	12%	3%	?	-32%	0%
41	O=C1c2ccccc2CCc2ccc(Br)cc21	2%	5%	178%[activator]	196%[activator]	8%	/	12%[0.501 µM]	191%[activator]	-9%
42	O=C(C[n+]1cc(-c2ccc(F)cc2)n2c1CCC2)N1c2ccccc2Sc2ccccc21	2%	-12%	17%	2%	-8%	-5%	25%[59 µM]	-29%	i
43	CCN(CC)S(=O)(=O)c1cccc(-c2nnc(SC(C)C(N)=O)n2CCc2ccccc2)c1 (centres undefined)	-1%	7%	15%	0%	-36%	-2%	-5%	-8%	i
44	COc1ccc(N2CCN(C(=O)CNC(=O)c3ccc4ccccc4c3)CC2)cc1	-10%	9%	47%[activator]	-4%	43%[activator]	/	-7%[2.33 µM]	-8%	7%
45	COc1ccc(N2CCN(C(=O)CCNS(=O)(=O)c3ccc4c(c3)CCC(=O)N4)CC2)cc1	0%	39%[activator]	25%	-5%	13%	-9%	?	-8%	-1%
46	O=C(COC(=O)COc1ccc(Cl)cc1Br)NCc1cccs1	3%	-3%	34%	8%	-20%	-7%	40%	11%	-4%

Part of the list above in order of heavy-atom count, low to high:
item	Structure	Pin1 inh	GLS inh	HP1b chromo inh	BAZ2B block	POLI inh	BLM helicase inh	G9a block	JMJD2A Tudor	Tb PGK inh
41	O=C1c2ccccc2CCc2ccc(Br)cc21	2%	5%	178%[activator]	196%[activator]	8%	/	12%[0.501 µM]	191%[activator]	-9%
38	CC1(C)CN=c2s/c(=C\c3ccc(Cl)cc3)c(=O)n2C1	7%	-14%	13%	?	51%[activator]	6%	71µM*	-10%	-7%
40	CCc1c(C)nc2ncnn2c1Nc1ccc(C(C)=O)cc1	-12%	3%	58%[activator]	0%	12%	3%	?	-32%	0%
46	O=C(COC(=O)COc1ccc(Cl)cc1Br)NCc1cccs1	3%	-3%	34%	8%	-20%	-7%	40%	11%	-4%
39	Cc1nc(N2CCN(C(=O)COc3ccccc3)CC2)c2c(C)c(C)sc2n1	-5%	-6%	47%	-28%	-14%	-9%	?	-20%	-1%
42	O=C(C[n+]1cc(-c2ccc(F)cc2)n2c1CCC2)N1c2ccccc2Sc2ccccc21	2%	-12%	17%	2%	-8%	-5%	25%[59 µM]	-29%	i
45	COc1ccc(N2CCN(C(=O)CCNS(=O)(=O)c3ccc4c(c3)CCC(=O)N4)CC2)cc1	0%	39%[activator]	25%	-5%	13%	-9%	?	-8%	-1%
37	O=C(NC(CSCc1ccccc1)C(=O)N/N=C/c1ccc(O)cc1O)c1ccc([N+](=O)[O-])cc1 (centres undefined)	1%	30%	-17%	-32%	3%	-14%	31%[2.33 µM]	?	-1%
